p53 reactivator: restores transcriptional activity of mutant p53; H1299 p53-A138V BP100-luciferase reporter, luminescence, 24 h; Potency, µM (doses to about 92.2 µM), inactives show at the highest dose activity change, positive = activation, most hits filed as activators; hit rate 0.063% among 320,000; further: potency means the concentration at half of the fitted maximal effect; % of control where 0% means no effect; nearly all actives have a fitted effect of over 45% in size
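H1299 (p53-null), stable ts p53-A138V + BP100-Luc; 1000 cells/well, Opti-MEM/10% FBS; cpd 4 pt, 1:5; 24 h, 37 deg C, 5% CO2; detection reagent 10 min RT; luminescence.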
TRPV1 ag: human TRPV1 agonism; Q8NER1; TRPV1-expressing cells, Fluo-8 calcium influx, agonist mode; activation, % at 8.33 µM; hit rate 0.19% among 320,000; AID 540275; in the data active means activation above about 80%; inconclusive means between about 30% and that limit; further: 0% is about no effect
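Fluo-8 calcium influx in TRPV1-expressing cells, kinetic read (ex 480/em 520 nm). Compound added and read 3 min for agonist activity, followed by capsaicin at EC20 final and 2 min further read for enhancement.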
Tb PFK inh: inhibitors of T. brucei phosphofructokinase; O15648; T. brucei PFK, ADP-Glo luminescence; Potency, µM (series often up to 57.5 µM), for the others: top-dose activity, negative = inhibition, hits mostly inhibitors; hit rate 0.17% among 330,000;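 further: potency means the concentration at half of the fitted maximal effect; 0% = uninhibited 1x PFK enzyme wells and -100% = no-enzyme wells; nearly all actives have a fitted effect of over 60% in size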
Target sequence (O15648 whole entry, looked up): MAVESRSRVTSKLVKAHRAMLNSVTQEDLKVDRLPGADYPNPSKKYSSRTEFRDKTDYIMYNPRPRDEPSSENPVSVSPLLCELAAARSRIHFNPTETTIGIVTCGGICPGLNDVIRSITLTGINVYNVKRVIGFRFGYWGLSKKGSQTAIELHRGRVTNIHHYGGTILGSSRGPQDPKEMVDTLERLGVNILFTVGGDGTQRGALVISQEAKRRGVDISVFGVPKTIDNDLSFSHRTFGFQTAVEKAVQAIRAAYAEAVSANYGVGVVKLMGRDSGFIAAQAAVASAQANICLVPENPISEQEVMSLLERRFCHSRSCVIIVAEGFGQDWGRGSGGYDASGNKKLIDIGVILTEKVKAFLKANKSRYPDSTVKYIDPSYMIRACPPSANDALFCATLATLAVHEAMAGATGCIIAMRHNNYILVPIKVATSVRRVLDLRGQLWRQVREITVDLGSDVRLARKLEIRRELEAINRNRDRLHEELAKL
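1.25 nM PFK with 0.5 mM F6P and 0.1 mM ATP in 0.1 M TEA pH 8.0, 5 mM MgCl2, incubated 45 min at room temperature; ADP measured by ADP-Glo luminescence; compounds titrated up to 57 uM.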
ELG1 genotoxic: inducers of genotoxicity in HEK293T ELG1-luciferase cells | HEK293T ELG1-luciferase reporter, luminescence, 16 h | Potency, µM (highest dose often 46 µM), for the others: at the highest dose activity change, positive = activation, usual class: activators | hit rate 1.3% among 330,000 | AID 504466; further: potency means the concentration at half of the fitted maximal effect; % of control where 0% means no effect; nearly all actives have a fitted effect of over 60% in size
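Reporter readout depends on ELG1 protein level, which increases with genetic stress. After 16 hr compound exposure at 37 °C, luciferase activity was quantified using ONE-Glo.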
RORgamma inh: inhibitors of mouse ROR gamma transcriptional activity | P51450 | Drosophila S2 Gal4-RORgamma UAS-luciferase reporter, 20 h | Potency, µM (top dose mostly 53.6 µM), without a hit: at the highest dose activity change, negative = inhibition, actives largely listed as inhibitors | hit rate 5.4% among 310,000 | AID 2551; further: potency means the concentration at half of the fitted maximal effect; on the % scale 0 is the no-effect control and ±100 the full control effect; nearly all actives have a fitted effect of over 60% in size
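Schneider cells (Drosophila), stable Gal4 DBD–ROR gamma + UAS-luc; 1 hr cmpd preincubation; Cu2+ induction 700 uM final; 20 hr ambient; luminescence.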
Gal4-VP16 FLuc: inhibits Gal4-VP16 luciferase reporter, ROR gamma counter-screen | Drosophila S2 Gal4-VP16 UAS-luciferase, luminescence, 20 h | Potency, µM (highest dose often 53.6 µM), for inactives: top-dose activity, negative = inhibition, most hits filed as inhibitors | hit rate 3.5% among 310,000 | AID 2546;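 further: Gal4-VP16 expression switched on by copper sulfate through the metallothionein promoter; potency means the concentration at half of the fitted maximal effect; on the % scale 0 is the no-effect control and ±100 the full control effect; nearly all actives have a fitted effect of over 50% in size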
ELG1 repair inh: inhibitors of ELG1-dependent DNA repair in HEK293T cells. HEK293T ELG1-luciferase reporter, luminescence, 16 h; DNA damage induced by 5-fluorouridine. Potency, µM (top dose mostly 46.1 µM), for the others: at the top dose activity change, negative = inhibition, actives largely listed as inhibitors. hit rate 2.3% among 330,000. AID 504467; further: potency means the concentration at half of the fitted maximal effect; on the % scale 0 is the no-effect control and ±100 the full control effect; nearly all actives have a fitted effect of over 55% in size
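Cells (2,000 per well) received 5-fluorouridine plus test compound or DMSO and were incubated 16 hr at 37 °C, 5% CO2. Luciferase activity was read by luminescence 30 min after ONE-Glo addition; signal suppression marked inhibition of damage-induced ELG1 function.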
Rab9 promoter act: Rab9 promoter activation. Huh7 Rab9 promoter-luciferase reporter, luminescence, 24 h. Potency, µM (top dose mostly 9.22 µM), inactives show top-dose activation, negative = inhibition, most hits filed as activators. hit rate 2.8% among 320,000; further: potency means the concentration at half of the fitted maximal effect; % of control where 0% means no effect; nearly all actives have a fitted effect of over 60% in size
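Quantitative HTS format; Huh7 Rab9-luciferase reporter cells (1500/well) receive compound 2 h post-plating, incubate 24 h at 37 °C, then get luciferase reagent for 10 min before luminescence reading.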
NPC1 prom act: NPC1 promoter activation. Huh7 NPC1 promoter luciferase reporter, 24 h. Potency, µM (series often up to 9.22 µM), without a hit: at the highest dose activation, actives largely listed as activators. hit rate 2.4% among 320,000. AID 485313;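 further: potency means the concentration at half of the fitted maximal effect; % of control where 0% means no effect; nearly all actives have a fitted effect of over 60% in size; reporter is driven by a mutant NPC1 promoter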
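Luminescence read-out of NPC1 promoter-driven luciferase in stably transfected Huh7 cells; compounds delivered in DMSO and left 24 h at 37C, 5% CO2, qHTS titration format.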
FLuc counter: inhibits or activates purified firefly luciferase, miR-21 counter-screen. P08659. purified FLuc, Km substrates, luminescence inhibition. Potency, µM (highest dose often 57.5 µM), for inactives: top-dose activity change, negative = inhibition, actives largely listed as inhibitors. hit rate 6.9% among 360,000. AID 588342;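 further: potency means the concentration at half of the fitted maximal effect; plate controls were vehicle for no effect and reference inhibitor for full effect; nearly all actives have a fitted effect of over 55% in size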
Target sequence (P08659 whole entry, looked up): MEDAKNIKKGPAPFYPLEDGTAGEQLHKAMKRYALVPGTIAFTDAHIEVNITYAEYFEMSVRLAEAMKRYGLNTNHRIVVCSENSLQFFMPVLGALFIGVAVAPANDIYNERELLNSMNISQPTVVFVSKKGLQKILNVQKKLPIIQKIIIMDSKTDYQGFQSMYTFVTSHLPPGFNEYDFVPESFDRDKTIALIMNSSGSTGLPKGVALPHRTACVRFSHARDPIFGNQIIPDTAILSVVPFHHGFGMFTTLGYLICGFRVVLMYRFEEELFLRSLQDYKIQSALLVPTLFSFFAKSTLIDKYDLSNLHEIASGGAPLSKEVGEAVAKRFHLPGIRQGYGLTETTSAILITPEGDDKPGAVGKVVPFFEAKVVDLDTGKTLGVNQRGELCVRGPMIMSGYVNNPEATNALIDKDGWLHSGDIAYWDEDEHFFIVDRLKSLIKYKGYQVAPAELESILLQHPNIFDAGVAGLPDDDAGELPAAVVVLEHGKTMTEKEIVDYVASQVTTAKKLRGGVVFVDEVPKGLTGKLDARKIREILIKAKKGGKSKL
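Biochemical qHTS of compounds, final roughly 60 µM downward over six points, against 10 nM purified firefly luciferase using Km concentrations of substrates (10 uM D-luciferin, 10 uM ATP) in Tris acetate pH 7.5 buffer; luminescence output.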
BRCA1 expr act: BRCA1 expression activation. MCF7-BRCA1-FFLuc reporter, luminescence, 48 h; response scale: scaled: vehicle 0%, 10 µM genistein 100%. Potency, µM (titrated, usually from 46.1 µM), for the others: at the highest dose activation, usual class: activators. hit rate 1.1% among 380,000; further: potency means the concentration at half of the fitted maximal effect; nearly all actives have a fitted effect of over 80% in size; some results filed as inactive show a strong effect at the top dose
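Quantitative HTS in MCF7 cells stably reporting BRCA1 expression via firefly luciferase. Compound treatment lasts 48 h at 37 °C in phenol-red free MEM. Activation is expressed relative to genistein at 10 microM and DMSO.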
Starred values were filed as active, the others as inactive; ? = inconclusive; . = not tested or not shown. Unless noted, the call rests on the fitted dose curve; in most records, active means well fitted curve in the direction sought with a large enough effect; inconclusive means small, poorly fitted or top-dose-only effect, or another doubt; inactive means no such curve, though single readings can be large; an effect the other way counts as inactive or inconclusive. Outcome played no part in choosing rows. About 15% of those tested had a hit in this group.

structure	p53 reactivator	TRPV1 ag	Tb PFK inh	ELG1 genotoxic	RORgamma inh	Gal4-VP16 FLuc	ELG1 repair inh	Rab9 promoter act	NPC1 prom act	FLuc counter	BRCA1 expr act
Cc1nc(-c2ccc(NC(=O)CC(C)C)cc2)cs1	?	3	-1%	?	-1%	-18%	?	3.2µM*	2.8µM*	7.6µM*	2.2µM*
CCCCN(C(=O)/C=C/c1ccccc1)C1CCS(=O)(=O)C1 (configuration not stated)	1%	11	-5%	1%	.	.	3%	-7%	-8%	3%	5%
CCc1ccc(/C(C)=N/NS(=O)(=O)c2ccc(OC)cc2)s1	.	0	7%	-3%	.	.	0%	1%	9%	2%	-23%
CCOc1cc(NS(=O)(=O)c2ccc(NC(C)=O)cc2)c(OCC)cc1NC(=O)c1cccs1	-8%	-14	-3%	10%	-11%	4%	-9%	1%	-2%	-2%	-17%
CN1CC(C(=O)O)Cc2c1ccc1ccccc21 (configuration not stated)	-2%	0	11%	-6%	-7%	-6%	-11%	-2%	3%	-4%	-39%
COc1cccc(C(=O)Oc2cc(-c3ccccc3)no2)c1	1%	-2	-7%	-4%	-14%	-27%	14%	0%	5%	?	-10%
Cc1ccc(/C=C/C(=O)Nc2ccc(S(=O)(=O)Nc3cc(C)nc(C)n3)cc2)cc1	-2%	-2	0%	1%	34%	1%	1%	-1%	3%	11µM*	17%
CCOc1cc(/C=C/C(=O)c2ccc(OC)c(CN3CCOCC3)c2)cc(Br)c1O	-1%	22	-1%	-8%	?	-12%	18µM*	1%	-6%	2%	-78%
CCC(C(=O)N1CCC(C(N)=O)CC1)n1nc(C)n2c(cc3occc32)c1=O (configuration not stated)	6%	2	-2%	0%	-26%	0%	7%	0%	0%	0%	2%
CCOC(=O)N1CCN(C(=O)c2ccc3c(=O)n(CCC4=CCCCC4)c(=O)[nH]c3c2)CC1	-25%	27	2%	-1%	22%	0%	?	2%	-9%	8%	-37%
CCN(CC)C(=O)c1ccc2c(=O)n(Cc3ccc4c(c3)OCO4)c(=S)[nH]c2c1	-5%	0	-1%	-5%	11µM*	?	2%	-5%	-1%	4%	-38%
CCS(=O)(=O)N1CCN(C(=O)c2cccc(OC)c2)CC1	-1%	-2	1%	0%	17%	-6%	-8%	9%	1%	0%	21%
COCCNC(=O)CCN1N=C(c2ccccc2)CCC1=O	1%	-2	0%	-1%	-19%	-11%	2%	-6%	-1%	-1%	-6%
CCN(CC)S(=O)(=O)c1ccc(Oc2ccccc2OC)cc1	3%	23	-1%	-6%	19%	-7%	?	1%	1%	-2%	2%
Cc1ccc(S(=O)(=O)N2CCN(CCNC(=O)C(=O)NCc3ccccc3)CC2)cc1	-2%	-1	0%	-8%	9%	-9%	-2%	-1%	0%	1%	12%

One compound at a time (already shown). Order of screens: p53 reactivator, TRPV1 ag, Tb PFK inh, ELG1 genotoxic, RORgamma inh, Gal4-VP16 FLuc, ELG1 repair inh, Rab9 promoter act, NPC1 prom act, FLuc counter, BRCA1 expr act
CCc1ccc(/C(C)=N/NS(=O)(=O)c2ccc(OC)cc2)s1 as listed: ., 0, 7%, -3%, ., ., 0%, 1%, 9%, 2%, -23%
CCS(=O)(=O)N1CCN(C(=O)c2cccc(OC)c2)CC1 as listed: -1%, -2, 1%, 0%, 17%, -6%, -8%, 9%, 1%, 0%, 21%
Cc1ccc(S(=O)(=O)N2CCN(CCNC(=O)C(=O)NCc3ccccc3)CC2)cc1 as listed: -2%, -1, 0%, -8%, 9%, -9%, -2%, -1%, 0%, 1%, 12%

Next compounds
structure	p53 reactivator	TRPV1 ag	Tb PFK inh	ELG1 genotoxic	RORgamma inh	Gal4-VP16 FLuc	ELG1 repair inh	Rab9 promoter act	NPC1 prom act	FLuc counter	BRCA1 expr act
CC1(OC(=O)CCc2ccccc2)C(=O)C=C2C=C(c3ccc(C#N)cc3)N(c3ccccc3)C=C2C1=O (configuration not stated)	1%	5	1%	2%	-3%	-3%	2%	-3%	-5%	-1%	-1%
COc1ccc(N2C(=O)CC(N3CCN(Cc4ccc5c(c4)OCO5)CC3)C2=O)cc1 (configuration not stated)	4%	-1	-2%	-3%	-10%	7%	-5%	9%	-14%	-3%	-14%
CCOC(=O)C1(Cc2ccccc2)CCN(Cc2cnn(-c3ccccc3)c2)CC1	0%	22	2%	-7%	-10%	-2%	?	-5%	2%	1%	-20%
CNC(=O)NC(=O)C(OC(=O)CCNS(=O)(=O)c1ccccc1)c1ccccc1 (configuration not stated)	3%	-2	-5%	1%	15%	16%	4%	4%	2%	4%	5%
CCOC(=O)N1CCN(C(=O)C2CCN(S(=O)(=O)c3ccc(OCC)cc3)CC2)CC1	-11%	-3	-12%	-4%	-11%	-15%	?	2%	2%	2%	-3%
Cc1ccc(S(=O)(=O)N(C)CC(=O)NC2CC(C)(C)NC(C)(C)C2)cc1	-13%	-1	-1%	-1%	0%	0%	7%	-2%	1%	10%	4%
O=C(C1CCCN(S(=O)(=O)c2cc(Cl)ccc2Cl)C1)N1CCOCC1 (configuration not stated)	-14%	29	1%	-6%	-4%	-6%	-3%	-9%	1%	0%	2%
COCCOC(=O)C1=C(C)NC2=C(C(=O)CC(C)(C)C2)C1c1cccnc1 (configuration not stated)	-4%	-3	1%	3%	34%	3%	19%	-3%	0%	2%	2%
CCOc1ccc(C(=O)OCc2nnc(-c3cccs3)o2)cc1OC	1%	0	-3%	-1%	0%	-2%	?	-2%	2%	-10%	8%
CCc1ccc(NC(=O)C2CCN(S(=O)(=O)c3c(C)[nH]c(=O)[nH]c3=O)CC2)cc1	0%	-3	1%	2%	8%	0%	7%	14%	0%	?	9%
CCC1Oc2ccccc2N(CC(=O)N2CCOCC2)C1=O (configuration not stated)	7%	0	-2%	0%	-9%	1%	24%	-1%	1%	2%	-2%
Cc1cc2c(cc1C)CN(c1ccccc1)C2	?	11	-6%	2.3µM*	-33%	-29%	?	1µM*	1.1µM*	0.67µM*	?
O=C(CSc1nnc(-c2ccc(O)cc2)n1-c1ccccc1)CC(=O)Nc1ccccc1	5%	-5	-1%	-2%	?	-1%	?	-6%	0%	-8%	-19%
CCOC(=O)c1ccc(-n2c(CN3CCC(O)CC3)nc3ccc([N+](=O)[O-])cc3c2=O)cc1	6%	0	-3%	0%	24%	5%	-20%	-2%	0%	-14%	6%
Cc1ccc(NC(=O)c2cc3c(CO)cnc(C)c3oc2=Nc2cccc(C(N)=O)c2)cc1	0%	3	0%	5%	3%	0%	-1%	1%	-9%	0%	-30%

Fetched by compound from above, 2 records:
structure	p53 reactivator	TRPV1 ag	Tb PFK inh	ELG1 genotoxic	RORgamma inh	Gal4-VP16 FLuc	ELG1 repair inh	Rab9 promoter act	NPC1 prom act	FLuc counter	BRCA1 expr act
CCCCN(C(=O)/C=C/c1ccccc1)C1CCS(=O)(=O)C1 (configuration not stated)	1%	11	-5%	1%	.	.	3%	-7%	-8%	3%	5%
Cc1ccc(S(=O)(=O)N(C)CC(=O)NC2CC(C)(C)NC(C)(C)C2)cc1	-13%	-1	-1%	-1%	0%	0%	7%	-2%	1%	10%	4%

(further entries)
structure	p53 reactivator	TRPV1 ag	Tb PFK inh	ELG1 genotoxic	RORgamma inh	Gal4-VP16 FLuc	ELG1 repair inh	Rab9 promoter act	NPC1 prom act	FLuc counter	BRCA1 expr act
c1ccc(CCNc2ccccc2)cc1	6%	0	0%	0%	-18%	-15%	-2%	-1%	-2%	?	.
COC(=O)C(Cc1c[nH]c2ccccc12)NC(C)=O (configuration not stated)	9%	-1	-1%	0%	14µM*	-2%	7%	-5%	1%	8%	-4%
OC1(c2ccccc2F)CCN(Cc2nnnn2CCc2ccccc2)CC1	-3%	0	-4%	0%	3%	17%	-21%	3%	1%	2%	2%
COc1ccccc1NC(=O)c1ccc2c(=O)n3c(nc2c1)CCC3	16%	1	-3%	-1%	.	.	?	8%	21%	-22%	31%
CCC(=O)c1ccc(OCc2ccc(C(=O)OC)cc2)cc1	10%	6	1%	?	-14%	-4%	?	?	?	-12%	-16%
CSc1ccc(NC(=O)/C=C/C(=O)O)cc1	3%	0	9%	0%	0.079µM*	-24%	10%	-5%	0%	-17%	-4%

Bioassay records from PubChem BioAssay.
